Screening results as filed in PubChem.
A549 tox: counter-screen for Nrf2 inhibitors: cytotoxicity in A549 cells; Potency, µM (top dose mostly 46 µM), inactives show at the top dose activity change, negative = cytotoxicity, actives largely listed as inhibitors; A549 ARE-Fluc cells, CellTiter-Fluor viability, 18-24 h; AID 504648; 390,000 tested, 0.16% active; also: potency is read from the fitted curve at half-maximal effect; % is scaled to controls: 0 for no effect and ±100 for the full control effect
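A549 ARE-Fluc cells in 5% FBS OPTI-MEM, 5000 cells/well, rested 2 h then exposed to compounds in concentration-response for 18-24 h at 37 °C. Viability by CellTiter-Fluor fluorescence (Ex 405/Em 525) after 30 min; luciferase luminescence (BugLite, 15 min, RT) read afterwards.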
IL2 activator: activators of IL-2 | 360,000 tested, 0.065% active | IL-2 activation reporter assay, cell-based qHTS; stimulated with anti-CD3/CD4/CD28 beads; in transgenic mouse T cells | activation, % (series mostly up to about 46 µM); in the data active = activation above about 50%; inconclusive = mostly about 30% to 49%; also: 0% is about no effect
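Using fluorescent plate cytometry, EGFP and DsRed are detected in transgenic mouse T cells stimulated 18 h at 37 degrees C with antibody-coated beads after 60 min compound pretreatment.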
EPAC2 ag: agonists of human EPAC2 (RAPGEF4); 360,000 tested, 0.079% active; EPAC2 activation, biochemical qHTS; response scale: 100% = 6.5 mM cAMP response; Potency, µM (doses to about 154 µM), for the others: at the top dose activation, hits mostly activators; Q8WZA2; also: potency is read from the fitted curve at half-maximal effect; nearly all actives have a fitted effect of over 50% in size
Target sequence (Q8WZA2 whole entry, looked up): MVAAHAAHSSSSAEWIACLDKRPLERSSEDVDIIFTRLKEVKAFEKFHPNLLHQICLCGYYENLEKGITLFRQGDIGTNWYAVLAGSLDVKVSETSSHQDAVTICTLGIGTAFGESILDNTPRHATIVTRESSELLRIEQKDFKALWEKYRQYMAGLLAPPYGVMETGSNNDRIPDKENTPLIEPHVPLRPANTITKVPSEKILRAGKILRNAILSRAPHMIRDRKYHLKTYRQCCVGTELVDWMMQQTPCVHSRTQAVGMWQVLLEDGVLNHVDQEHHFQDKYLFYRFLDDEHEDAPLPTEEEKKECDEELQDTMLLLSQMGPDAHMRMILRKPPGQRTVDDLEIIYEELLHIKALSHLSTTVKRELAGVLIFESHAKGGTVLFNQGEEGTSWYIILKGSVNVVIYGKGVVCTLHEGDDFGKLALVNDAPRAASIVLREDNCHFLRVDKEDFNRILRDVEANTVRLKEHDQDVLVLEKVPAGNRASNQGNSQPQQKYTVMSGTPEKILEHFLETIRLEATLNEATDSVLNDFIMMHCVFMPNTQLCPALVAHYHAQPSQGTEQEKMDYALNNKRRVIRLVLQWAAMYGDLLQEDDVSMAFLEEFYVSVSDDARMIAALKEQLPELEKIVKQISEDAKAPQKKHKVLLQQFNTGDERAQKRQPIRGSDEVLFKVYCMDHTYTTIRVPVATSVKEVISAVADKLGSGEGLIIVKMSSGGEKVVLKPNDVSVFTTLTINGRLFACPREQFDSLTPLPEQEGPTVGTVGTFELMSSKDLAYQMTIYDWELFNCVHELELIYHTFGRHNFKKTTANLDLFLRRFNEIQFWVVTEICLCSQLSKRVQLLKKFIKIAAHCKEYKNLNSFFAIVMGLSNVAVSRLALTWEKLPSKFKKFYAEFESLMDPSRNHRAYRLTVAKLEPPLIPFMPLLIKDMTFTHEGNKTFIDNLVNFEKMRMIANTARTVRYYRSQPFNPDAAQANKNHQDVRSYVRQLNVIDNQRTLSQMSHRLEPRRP
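In this primary screen, activation is scored as increased exchange of BODIPY-GDP from Rap1B by 100 nM EPAC2, with 50 uM GDP as competitor. Signal is normalized to the 6.5 mM cAMP agonist control.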
Nrf2 activator: activators of Nrf2 (ARE) signaling; AID 624171; Potency, µM (series often up to 46.1 µM), for the others: at the highest dose activation, hits mostly activators; 410,000 tested, 0.31% active; AREc32 ARE-luciferase reporter (MCF7-derived line), luminescence, 24 h; also: potency is read from the fitted curve at half-maximal effect; % of control where 0% means no effect; nearly all actives have a fitted effect of over 65% in size
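AREc32 cells carrying an ARE-driven firefly luciferase, 1000 cells/well in OPTI-MEM with 5% FBS, dosed after overnight attachment and incubated 24 hr at 37 deg C. Steady-Glo luminescence read after 30 min at RT.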
HepG2 viability: HepG2 cytotoxicity, counter-screen for TGF-b inhibitors; HepG2 CAGA-GFP viability, ATP luminescence, 18 h; Potency, µM (series often up to 46.1 µM), without a hit: at the top dose activity change, negative = cytotoxicity, actives largely listed as cytotoxic; 410,000 tested, 0.76% active; also: potency is read from the fitted curve at half-maximal effect; some results filed as inactive show a strong effect at the top dose
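CellTiter-Glo luminescence gave cytotoxicity after 18 hours at 37 degrees C. The cells were HepG2 CAGA-GFP in 1% FBS DMEM, stimulated with 500 pg/mL TGF-beta after compound addition. %Activity was normalised to no-cell wells (complete cell-killing) and DMSO (no toxicity), and curves were fitted and classified.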
ATXN2 expr inh: ATXN2 expression inhibition. HEK-293 ATXN2-luciferase reporter, luminescence, 24 h. Potency, µM (series often up to 57 µM), inactives show at the highest dose activity change, negative = inhibition, usual class: inhibitors. 360,000 tested, 0.72% active; also: potency is read from the fitted curve at half-maximal effect; % is scaled to controls: 0 for no effect and ±100 for the full control effect; nearly all actives have a fitted effect of over 55% in size
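qHTS (up to 57 uM final) was run with 24 h compound exposure of reporter cells at 37 °C. Each well was multiplexed: SteadyGlo luminescence measured ATXN2-luciferase expression after a fluorogenic Gly-Phe-AFC viability readout (25 uM final).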
TGFb inhibitor: TGF-b pathway inhibition; AID 588855; Potency, µM (doses to about 46.1 µM), for inactives: at the top dose activity, negative = inhibition, hits mostly inhibitors; 410,000 tested, 1.2% active; HepG2 CAGA-GFP TGF-b/SMAD3 reporter, GFP fluorescence, 18 h; TGF-beta stimulated, 500 pg/mL final; also: potency is read from the fitted curve at half-maximal effect; % is scaled to controls: 0 for no effect and ±100 for the full control effect; nearly all actives have a fitted effect of over 65% in size
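Cell-based qHTS in HEPG2 carrying a CAGA-GFP Smad reporter; compounds added before 500 pg/mL final TGF-beta, 18 h incubation at 37 degrees C, GFP fluorescence quantified per cell by imaging cytometry.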
ATXN viability: cell viability loss in ATXN counter-screen; S2 cells (HEK-293 line with an ATXN2-luciferase reporter) viability, CellTiter-Fluor protease fluorescence, 24 h; Potency, µM (doses to about 56.7 µM), usual class: cytotoxic; 400,000 tested, 0.49% active; AID 651635; also: potency is read from the fitted curve at half-maximal effect; nearly all actives have a fitted effect of over 40% in size
Nrf2 block: inhibitors of Nrf2 signaling; AID 504444; A549 ARE-Fluc reporter, luciferase luminescence, 18-24 h; 360,000 tested, 2.1% active; Potency, µM (top dose mostly 46 µM), inactives show top-dose activity change, negative = inhibition, actives largely listed as inhibitors; also: potency is read from the fitted curve at half-maximal effect; % is scaled to controls: 0 for no effect and ±100 for the full control effect; nearly all actives have a fitted effect of over 60% in size
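A549 ARE_Fluc cells, 5000/well, 5% FBS OPTI-MEM; compounds in dose-response, 18-24 h at 37 °C/5% CO2; CellTiter-Fluor viability read (Ex 405/Em 525), then BugLite luciferase luminescence = Nrf2 activity.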
* = called active by the depositor; i = inactive; ? = inconclusive; / = not tested or not shown; & = joins results of further samples; [ ] = remark or other dose. Unless noted, calls follow the shape of the dose curve; as a rule, active = well fitted curve in the direction sought with a large enough effect; inconclusive = small, poorly fitted or top-dose-only effect, or another doubt; inactive = no such curve, though single readings can be large; an effect the other way counts as inactive or inconclusive.

1: CCOC(=O)C(=O)Nc1ccccc1C#N
2: O=C(c1ccc(NC(=S)NCc2ccco2)cc1)N1CCOCC1
3: Cc1ccc(S(=O)(=O)Nc2cccc(C(=O)NCCCn3ccnc3)c2)cc1F
4: CC(=O)Cc1nsc(Nc2ccc(C)cc2)n1
5: CC(C)c1ccc(NC(=O)c2snc3ccc(Cl)cc23)cc1
6: CC1CCc2c(sc(NC(=O)C3c4ccccc4Oc4ccccc43)c2C(N)=O)C1 (stereo not given)
7: COc1ccccc1NS(=O)(=O)c1cc(NC(=O)/C=C/c2cccs2)ccc1N1CCOCC1
8: COc1ccc(CNC2C[C@H]3CCCC(=O)N4CC[C@@H](C2)[C@@H]34)cc1 (stereo not given in full)
assay / entry	1	2	3	4	5	6	7	8
EPAC2 ag	13%	9%	4%	1%	-8%	-3%	4%	7%
IL2 activator	5.0	0.7	14	-0.4	-7.1	0.6	-0.5	0.4
ATXN viability	i	i	i	i	i	i	i	i
HepG2 viability	3%	-9%	4%	13%	-35%	-23%	0%	-1%
A549 tox	-2%	19%	3%	3%	-5%	0%	2%	5%
Nrf2 block	0%	8%	?	?	?	-22%	-3%	2%
TGFb inhibitor	11%	-12%	-3%	0%	?	-15%	-7%	-3%
ATXN2 expr inh	-9%	-25%	-2%	44%[activator]	69%[activator]	-10%	5%	-3%
Nrf2 activator	-0.4%	-0.2%	-0.4%	3.2%	6.4%	0.1%[9.22 µM]	3.7%	0.0%

Profiles, quoted from the list:
O=C(c1ccc(NC(=S)NCc2ccco2)cc1)N1CCOCC1 across the screens: EPAC2 ag = 9%; IL2 activator = 0.7; ATXN viability = i; HepG2 viability = -9%; A549 tox = 19%; Nrf2 block = 8%; TGFb inhibitor = -12%; ATXN2 expr inh = -25%; Nrf2 activator = -0.2%
COc1ccccc1NS(=O)(=O)c1cc(NC(=O)/C=C/c2cccs2)ccc1N1CCOCC1 across the screens: EPAC2 ag = 4%; IL2 activator = -0.5; ATXN viability = i; HepG2 viability = 0%; A549 tox = 2%; Nrf2 block = -3%; TGFb inhibitor = -7%; ATXN2 expr inh = 5%; Nrf2 activator = 3.7%

(further entries)
9: O=C(CC(C(=O)O)c1ccccc1)c1cccs1 (stereo not given)
10: CCc1nn(CC(=O)NCCC(C)C)c(=O)c2cc3c(OC)cccc3n12
11: CCn1c(SCC(=O)N=Nc2c(O)[nH]c3ccccc23)nc2ccccc21
12: COc1ccc(C2CC2/C(C)=N/OC(=O)c2cccs2)cc1 (stereo not given)
13: COc1cc(/C=C2\SC(=O)NC2=O)ccc1OCc1ccc(Cl)nc1
14: CC(SCc1ccccc1)C(=O)N/N=C/c1cccs1 (stereo not given)
15: CC(=O)Nc1ccc(NC(=S)Nc2ccc(F)cc2)cc1
16: COC(=O)c1cc(CSc2nc3ccccc3[nH]2)oc1C
assay / entry	9	10	11	12	13	14	15	16
EPAC2 ag	-3%	0%	3%	13%	1%	9%	-6%	3%
IL2 activator	-6.2	1.1	1.8	1.9	0.2	1.0	-3.3	-6.1
ATXN viability	i	i	i	i	i	i	i	i
HepG2 viability	9%	-2%	-7%	-3%	-2%	6%	12%	-6%
A549 tox	1%	8%	-6%	5%	-8%	19%	-6%	-8%
Nrf2 block	4%	1%	-6%	/	?	-9%	3%	?
TGFb inhibitor	22%	-7%	-27%	7%	0%	-9%	10%	-37%
ATXN2 expr inh	1%	/	3%	-8%	9%	3%	/	18%
Nrf2 activator	-0.1%	-1.2%	7.6%	0.0%	0.1%	2.5%	0.7%	2.9%

17: O=C(NCCc1ccccn1)C1CCN(S(=O)(=O)c2ccc(Cl)cc2)CC1
18: Cn1c2ccccc2c2ccc3c(c21)C(=O)C=CC3=O
19: CCCNC(=O)C1(C)CCCN(C(=O)c2c(F)ccc(C)c2F)C1 (stereo not given)
20: COc1ccc(CNC(=O)c2cc3c(s2)CS(=O)C3)cc1 (stereo not given)
21: C[C@]12c3[nH]c4cc(-c5ccco5)ccc4c3CCN1C(=O)[C@@H](CC(=O)NCC13CC4CC(CC(C4)C1)C3)C[C@@H]2C(=O)N1CCOCC1
22: COc1cc2c(cc1OC)C(c1ccc(-c3ccccc3Cl)o1)=NCC2
23: CCCCS(=O)CC(O)CSc1nc(-c2ccc(OC)cc2)cc(-c2ccccc2)c1C#N (stereo not given)
24: Cc1cccc(C(=O)NCC(=O)N2CCN(S(=O)(=O)c3ccccc3)CC2)c1
assay / entry	17	18	19	20	21	22	23	24
EPAC2 ag	-4%	7%	11%	-7%	19%	17%	/	-3%
IL2 activator	-0.4	-5.4	0.1	-1.3	-0.7	-1.1	/	0.8
ATXN viability	i	6µM*	i	i	?	/	?	i
HepG2 viability	-18%	-9%	4%	-4%	-3%	-113%	-55%	2%
A549 tox	-2%	-25%	/	-3%	?	1%	-6%	-10%
Nrf2 block	-1%	-9%	/	17%	23µM*	/	-11%	?
TGFb inhibitor	-4%	0%	1%	3%	10µM*	?	?	3%
ATXN2 expr inh	-29%	?	6%	1%	?	35µM*	-16%	5%
Nrf2 activator	-0.2%	6.2%	0.0%	0.2%	-1.0%	-1.0%	4.0%	-0.6%

3 of the compounds above, with values under each structure:
Below each SMILES: EPAC2 ag | IL2 activator | ATXN viability | HepG2 viability | A549 tox | Nrf2 block | TGFb inhibitor | ATXN2 expr inh | Nrf2 activator
[18] Cn1c2ccccc2c2ccc3c(c21)C(=O)C=CC3=O
→ 7% | -5.4 | 6µM* | -9% | -25% | -9% | 0% | ? | 6.2%
[23] CCCCS(=O)CC(O)CSc1nc(-c2ccc(OC)cc2)cc(-c2ccccc2)c1C#N (stereo not given)
→ / | / | ? | -55% | -6% | -11% | ? | -16% | 4.0%
[22] COc1cc2c(cc1OC)C(c1ccc(-c3ccccc3Cl)o1)=NCC2
→ 17% | -1.1 | / | -113% | 1% | / | ? | 35µM* | -1.0%

Continuation:
25: CCOc1ccc(N(C(=O)CC(C)C)S(=O)(=O)c2ccc3c(c2)oc(=O)n3C)cc1
26: O=C(NCCCN1CCN(c2cccc(Cl)c2)CC1)c1nnc(Cc2ccc(F)cc2Cl)o1
27: CN1CCN(c2ncccc2S(=O)(=O)N2CCCCC2)CC1
28: CC1=C(C(=O)Nc2ccccc2F)C(c2cccs2)NC(=S)N1 (stereo not given)
29: CN1CCN(C(=S)c2cn(Cc3cccc(F)c3)c3ccccc23)CC1
30: Cc1ccc(CN(c2ccc(C(=O)NCc3ccc4c(c3)OCO4)cc2)S(C)(=O)=O)cc1
31: COc1ccc(NC(=O)c2cc([N+](=O)[O-])ccc2N2CCN(C)CC2)cc1
32: Cc1ccccc1Nc1nc(N)nc(COc2ccc(C#N)cc2)n1
assay / entry	25	26	27	28	29	30	31	32
EPAC2 ag	/	/	4%	7%	12%	-7%	5%	-6%
IL2 activator	/	/	0.3	0.1	-1.2	-0.4	3.4	-1.2
ATXN viability	?	?	i	i	i	i	?	i
HepG2 viability	-18%	11µM*	4%	5%	-29%	-12%	-82%	1%
A549 tox	3%	-8%	-2%	2%	7%	3%	-9%	1%
Nrf2 block	20%	-23%	17%	8%	?	/	6%	8%
TGFb inhibitor	-2%	10µM*	-13%	5%	-2%	4%	0%	1%
ATXN2 expr inh	-4%	?	3%	-2%	/	-10%	-13%	3%[11.3 µM]
Nrf2 activator	1.0%	3.2%	0.3%	0.3%	4.6%	-0.4%	3.1%	1.1%

33: COc1ccc(C2=Cc3ccc(OC(C)=O)cc3OC2)cc1
34: CCOc1ccccc1CN1CCN(Cc2ccc3cccc(OC)c3n2)CC1CCO (stereo not given)
35: Cc1cc(NC(=O)C2COc3ccccc3O2)no1 (stereo not given)
36: CCCOc1ccc(NC(=O)C2CC(=O)N/C(=N/N=C(\C)CCc3ccc4c(c3)OCO4)S2)cc1 (stereo not given)
37: COc1ccccc1CN1CC(=O)N2CSC[C@H]2C1=O
38: CN1C(c2ccccc2)CCOS1(=O)=O (stereo not given)
39: CCCc1cc(=O)oc2cc(OC(C)C(=O)NCc3ccccn3)c(Cl)cc12 (stereo not given)
40: Cc1ccc2nc(NC3=NCN(Cc4cccnc4)CN3)nc(C)c2c1
41: CCc1ccccc1NC(=O)C(=O)NCCCN1CCOCC1
42: CN1C2CCC1CC(OC(=O)c1c[nH]c3ccccc13)C2 (stereo not given)
assay / entry	33	34	35	36	37	38	39	40	41	42
EPAC2 ag	8%	16%	13%	-15%	7%	1%	0%	15%	/	4%&5%
IL2 activator	0.5	-0.4	-3.2	-1.3	-0.2	-0.3	-1.0	-1.7	/	0.2&-2.5
ATXN viability	i	i	i	i	i	i	i	i	i	i
HepG2 viability	4%	-30%	1%	-4%	-22%	2%	-2%	-2%	-17%	2%&-3%
A549 tox	-1%	11%	0%	1%	0%	-5%	5%	-5%	-4%	0%
Nrf2 block	-20%	-14%	?	6%	2%	10%	9%	3%	1%	-5%&2%
TGFb inhibitor	9%	-13%	-5%	-3%	-3%	-19%	2%	0%	6%	-7%&20%
ATXN2 expr inh	64%[activator]	-18%	36%	10%	/	4%	-12%	1%	0%	-12%&-13%
Nrf2 activator	29%	3.6%	0.5%	0.4%	-0.6%	-0.9%	-0.7%	-1.0%	-0.8%	-0.4%&-0.5%
